Compound activity: PubChem, Sanford-Burnham Center for Chemical Genomics
CXCR6 block: CXCR6 receptor inhibitors, primary screen, cell-based, beta-arrestin, luminescence, CHO-K1 PathHunter, 1536-well. AID 602244, 2012. inhibition, % at 20 µM. 360,000 tested, 0.36% active. C-X-C chemokine receptor type 6 (Homo sapiens), O00574; in the data active = inhibition above about 34%, passing the limit was not always enough;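 also: antagonist mode with CXCL16 agonist at 10 nM final; 0% = 10 nM CXCL16 with DMSO and 100% = unstimulated wells without agonist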
Target sequence (O00574 whole entry, looked up): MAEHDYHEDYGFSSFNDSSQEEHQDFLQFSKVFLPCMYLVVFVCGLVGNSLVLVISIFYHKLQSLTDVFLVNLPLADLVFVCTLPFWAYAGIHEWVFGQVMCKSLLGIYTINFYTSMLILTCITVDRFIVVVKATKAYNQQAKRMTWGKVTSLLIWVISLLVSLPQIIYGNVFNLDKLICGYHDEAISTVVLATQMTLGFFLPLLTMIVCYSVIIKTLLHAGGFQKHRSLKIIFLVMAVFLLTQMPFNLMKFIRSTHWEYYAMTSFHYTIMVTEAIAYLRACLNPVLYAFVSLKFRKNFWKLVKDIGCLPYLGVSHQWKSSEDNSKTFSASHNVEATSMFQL
EBI2 block: EBI2 receptor antagonists, beta-arrestin recruitment, primary screen, cell-based, luminescence, 7a,25-OHC stimulation, uHTS; G-protein coupled receptor 183 (Homo sapiens), P32249; 7a,25-OHC stimulated; inhibition, % at 5 µM; 360,000 tested, 0.81% active; AID 651636, 2012; in the data active = inhibition above about 38%;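 also: enzyme fragment complementation signal reports receptor beta-arrestin coupling in cells; 0% = agonist plus DMSO wells and 100% = wells without agonist; some results beyond the cut were filed as inactive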
Target sequence (P32249 whole entry, looked up, the tested form may be a part): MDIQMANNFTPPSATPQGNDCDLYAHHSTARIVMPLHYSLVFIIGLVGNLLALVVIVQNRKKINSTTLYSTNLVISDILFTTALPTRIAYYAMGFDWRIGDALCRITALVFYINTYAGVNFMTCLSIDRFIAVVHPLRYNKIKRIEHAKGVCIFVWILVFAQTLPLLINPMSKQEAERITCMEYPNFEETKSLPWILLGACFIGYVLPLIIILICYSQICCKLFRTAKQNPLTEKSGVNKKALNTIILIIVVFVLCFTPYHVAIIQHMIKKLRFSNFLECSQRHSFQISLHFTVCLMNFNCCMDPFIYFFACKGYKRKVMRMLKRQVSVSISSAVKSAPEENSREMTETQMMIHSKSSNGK
An asterisk follows results filed as active.

Molecule | CXCR6 block | EBI2 block
COc1ccc(C(O)c2nc(-c3cnc4ccccc4c3)cs2)cc1 (stereo not given) | -5 | 1
Nc1ccn([C@@H]2O[C@H](CNCc3cccc4c3sc3ccccc34)[C@@H](O)[C@H]2O)c(=O)n1 | -2 | 5
CC(C)(C)c1ccc2cccc(F)c2n1 | -8 | -1
Cc1ccc(CN2CCC2(C)C(=O)NC(C)C)cc1 (stereo not given) | 3 | 2
COC(=O)[C@]12CCCCC=C1N(Cc1cccc3ccccc13)C(=O)[C@H](CC(=O)NCCc1ccccc1OC)C2 | 2 | 1
CC(C)(C)S(=O)N1Cc2cc(C(=O)N3CCc4ccccc4C3)nc(-c3cccc(-c4ccncc4)c3)c2[C@H]1CCO (stereo not given in full) | -7 | -5
CC[C@H](NC(=O)CC[C@H]1O[C@@H](n2cnc3c(NC(=O)c4ccccc4)ncnc32)[C@H](O)[C@@H]1O)c1ccccc1 | 0 | 0
CCc1nc2c(OCC(=O)c3ccc(Cl)cc3Cl)cccn2c1N(C=O)Cc1ccccc1 | -12 | -4
Cc1cccc(C)c1-n1nnnc1C1(C)CCC(=O)N1Cc1cccnc1 (stereo not given) | 3 | -8
N#CC(C(O)c1ccccc1)N1CCOCC1 (stereo not given) | 5 | -4
O=C(Nc1nnc([C@H]2C[C@H](O)[C@@H](CO)O2)s1)c1cccc(Cl)c1 | -2 | -10
Cc1ccc(NC(=O)C2(C)CCN2C(C)C)cc1C (stereo not given) | 0 | 11
O=C1NC(Cc2ccc(O)cc2)c2nc3cc(Cl)ccc3c(=O)n2-c2ncccc21 (stereo not given) | 4 | -3
COc1ccc(OC)c2c1CCC1(C2)NC(=O)NC1=O (stereo not given) | 4 | -4
C[C@@H]1CN([C@@H](C)CO)C(=O)c2cc(NS(C)(=O)=O)ccc2O[C@@H](C)CCCCO[C@H]1CN(C)Cc1ccc2c(c1)OCO2 | 6 | -12
C=CCN(CC=C)Cc1cc(=O)oc2ccc3ccccc3c12 | 8 | 6
COc1ccc(CN2CC[C@@H]3CN(C(C)=O)[C@H](c4ccccc4Br)C[C@@H]32)cc1 | 3 | 3
CCCCCCN1C[C@@H](n2cc(-c3ccc(F)cc3)nn2)[C@H](O)C[C@@H]1c1ccccc1 | 5 | 13
Cc1ccc(NC(=S)NNC(=S)NNc2ccccc2)cc1C | 40* | 26
CSc1ccc(Cn2c(C)c(C(=O)NCc3ccccc3C(F)(F)F)sc2=O)cc1 | -1 | 8
C[C@@H]1CN([C@@H](C)CO)C(=O)CCCn2nncc2CO[C@@H]1CN(C)S(=O)(=O)c1ccc2c(c1)OCCCO2 | -10 | 4
C#CCNC(=O)C[C@@H]1C[C@@]2(C(=O)OCC)CCCC=C2N(Cc2ccc3c(c2)OCO3)C1=O | 12 | -7
COc1ccc(C(=O)Nc2nc(C)cs2)cc1S(=O)(=O)N1CCOCC1 | 2 | 4
COc1ccc(CNC(=O)c2sc(=O)n(Cc3ccc(S(=O)(=O)N(C)C)cc3)c2C)cc1 | -4 | -5
CCOC(=O)CNC(=O)N(C)[C@H]1C[C@H]2c3[nH]c4ccccc4c3CCN2C(=O)[C@H]1[C@H](C)O | -5 | -10
CCCCCC(=O)N1C[C@@H](O)[C@H](n2cc(-c3ccc(F)cc3)nn2)C[C@@H]1c1ccc(OC)cc1 | 3 | 21
CC(C)NC(=O)C1(C)CCCN1Cc1csc2ccccc12 (stereo not given) | 2 | 2
O[C@H]1CN(Cc2cccs2)[C@@H](c2ccccc2)C[C@@H]1n1cc(C2CC2)nn1 | 6 | 0
CC1(C(=O)NS(=O)(=O)c2ccc(Br)cc2)CCN1C(=O)CCc1cccs1 (stereo not given) | -3 | 0
Cc1c(Cl)cccc1N=C1NC(=O)CS1 | -1 | 0
CCOc1ccc(Cl)cc1-c1cc(C(=O)NC2CCCCC2)[nH]n1 | -1 | 4
CC1(C(=O)NCCCN2CCCC2=O)CCN1CCc1ccccc1 (stereo not given) | 0 | -6
CC(O)(c1ccncc1)c1nc(-c2cccc(C(F)(F)F)c2)cs1 (stereo not given) | -20 | 12
CCOc1ccc(NC(=O)CN(C)C(=O)c2cc3c(s2)CCC3)cc1OCC | 10 | 0
O=C1c2ccccc2C(c2nnnn2Cc2ccccc2)N1Cc1cccnc1 (stereo not given) | 13 | 1
O=C(OCc1cn([C@H]2C[C@H](c3ccccc3)N(CC3CCCCC3)C[C@@H]2O)nn1)c1ccccc1 | 5 | 11
Cc1ccc2nc(-c3ccc(F)cc3)c(Cc3cccc(Cl)c3)n2c1 | 25 | 4
O=C(NCC1CC1)c1ccc2nc([C@@H]3O[C@H](CO)[C@H](O)[C@H](O)[C@H]3O)[nH]c2c1 | 3 | -1
Cc1cc(OCC(=O)OCC(=O)N(Cc2ccccc2)C(C)(C)C)ccc1Cl | -4 | -8
Cc1ccc(N2CC(C(=O)OCC(=O)Nc3c(C)cccc3C)CC2=O)cc1 (stereo not given) | 4 | 9
Cc1cccc(C(=O)N2CCC(C)(C(=O)NS(=O)(=O)C3CC3)C2)c1C (stereo not given) | -6 | -4
CC1(C)CC2(C)CC(=O)C1C(C(=O)O)C2C(=O)O (stereo not given) | 6 | -4
COCCNC(=O)c1[nH]c(C(F)(F)F)nc1-c1ccccc1 | 2 | 0
COCCN(Cc1ccc(C)cc1)C(=O)[C@H]1O[C@@H](n2ccc(N)nc2=O)[C@H](O)[C@@H]1O | -4 | -3
COc1ccc(CCNC(=O)CC(=O)N/N=C\c2ccc(OCC(N)=O)cc2)cc1OC | 0 | -7
CCC(=O)N1CCC1(C)C(=O)Nc1ccc2c(c1)CCN2C(C)=O (stereo not given) | 1 | -6
COc1ccc(CC(=O)NCCc2ccc3c(c2)OCO3)cc1OC | -3 | 7
C[C@@H]1CN([C@@H](C)CO)C(=O)CCCn2nncc2CO[C@H]1CN(C)C(=O)Nc1cccc2ccccc12 | -5 | -11
CCc1nc(NCC2CC2)c2nnn(Cc3ccccc3)c2n1 | 4 | -12
O=C(Nc1ccc(F)c(Cl)c1)C1Cc2c(-c3cccc(F)c3)ccnc2O1 (stereo not given) | 1 | -35
COc1ccc(CNC(=O)c2cn(Cc3ccc(OC(C)=O)cc3)c(=O)s2)cc1 | 7 | -3
COc1ccc(C(=O)O)cc1S(=O)(=O)Nc1cc(C(F)(F)F)ccc1N1CCCCC1 | -2 | 4
CC1C(=O)N(Cc2cn(Cc3ccco3)nn2)CCS(=O)(=O)N1Cc1ccc(-c2ccccc2Cl)cc1 (stereo not given) | 5 | 0
COc1ccc(OC(=O)N(C)C[C@H]2OCc3cn(nn3)CCCC(=O)N([C@H](C)CO)C[C@@H]2C)cc1 | -6 | -5
CC1(C(=O)Nc2ccc3c(c2)OCO3)CCN1C(=O)CC1CC1 (stereo not given) | 0 | 10
CCCCn1c(N)c(N(CCOC)C(=O)CCS(=O)(=O)c2ccc(C)cc2)c(=O)[nH]c1=O | -1 | -6
CC(=O)Nc1ccc(C(=O)OCC(=O)NC2CCCCCC2)cc1 | 2 | -10
C[C@H]1CN([C@@H](C)CO)C(=O)CCCn2nncc2CO[C@@H]1CN(C)C(=O)Nc1cccc2ccccc12 | -11 | 0
COC(=O)[C@]12CCCCC=C1N(Cc1cccc3ccccc13)C(=O)[C@H](CC(=O)NCc1ccc(C)o1)C2 | 3 | -4
COc1ccccc1NC(=O)CCNC(=O)C1CCN(S(=O)(=O)c2ccccc2)CC1 | -8 | -7

Later entries.
Molecule | CXCR6 block | EBI2 block
CCOC(=O)[C@]12CCCC=C1N(Cc1cccc3ccccc13)C(=O)[C@H](CC(=O)N1CCC(c3ccccc3)CC1)C2 | 8 | 20
O=C(Nc1ccc2ccccc2c1)c1ccccc1Cl | -5 | 6
CCCC(=O)N1CCC1(C)C(=O)Nc1ccc(C)cc1 (stereo not given) | 2 | -1
COc1ccc(C(=O)N2CCOC2CNC(=O)C(=O)NCc2ccccn2)cc1 (stereo not given) | 1 | -10
O=C1CNc2cc(Cl)ccc2N1 | -5 | 8
COc1ccc(C(NC(=O)C2CCN(CCCOc3ccccc3)CC2)c2cccs2)cc1 (stereo not given) | 8 | 5
CCOC1=C2[C@H](c3ccccc3)N(S(=O)(=O)c3ccccc3)C[C@H]2n2c(=O)n(-c3ccccc3)c(=O)n2C1 | 3 | -8
O=C(Nc1ccccn1)C(c1ccccc1)c1ccccc1 | -4 | 4
O=S1(=O)C[C@@H](N2CCCC2)[C@H](COCc2ccccc2)N1 | -8 | -8
COc1ccc([C@H]2C[C@@H](O)[C@H](n3cc(C4CC4)nn3)CN2CC2CCCCC2)cc1 | -5 | 8
O=C1C=C(c2n[nH]nc2-c2ccccc2)C[C@@H](c2ccc(F)cc2)C1 | 3 | 18
Cn1cncc1C#Cc1ccc(N2C(c3ccsc3)=Cc3ccc(F)cc3C2c2c[nH]c3ccccc23)cc1 (stereo not given) | -10 | 6
CC(C)N(C)c1ncnc2c1ncn2[C@H]1CN(Cc2ccc(-c3ccccc3)cc2)C[C@@H](CO)O1 | -9 | 57*
C[C@H](NC(=O)[C@@H]1CCCN1C(=O)[C@@H]1CCCN1C(=O)OC(C)(C)C)c1ccccc1 | 1 | -5
COc1ccc(S(=O)(=O)N(C)C[C@@H]2OCc3cnnn3CCCC(=O)N([C@@H](C)CO)C[C@@H]2C)cc1 | 22 | -14
CC(=O)Nc1cccc(NC(=O)C2CCCO2)c1 (stereo not given) | 3 | -5
O=C(NCc1cccc(Cl)c1)c1ccc(-c2ccc(F)c(F)c2)c2ccoc12 | -2 | 13
COc1cc2c(cc1[N+](=O)[O-])-c1ccc([N+](=O)[O-])cc1C2 | -16 | -17
CNc1cncc(-c2cccc(C(=O)NC3CC3)c2)n1 | 0 | -1
Cc1sc2nc(-c3ccccc3F)oc(=O)c2c1C | 3 | 1
Cc1noc(C)c1NC(=O)N(C)C[C@@H]1Oc2ncc(Br)cc2C(=O)N([C@H](C)CO)C[C@@H]1C | 6 | -9
COC(=O)c1ccc(Cn2c(C)c(C(=O)NCc3cccc(C(F)(F)F)c3)sc2=O)o1 | 3 | 6
CC1Cc2ccccc2N1C(=O)COC(=O)c1ccco1 (stereo not given) | 1 | 5
CCOc1ccccc1NC(=O)CCNC(=O)N1CC(=O)Nc2ccccc21 | -2 | -1
Cc1ccc(S(=O)(=O)N2C[C@H]3n4c(=O)ccc(=O)n4C[C@H](OC(=O)Nc4cccs4)[C@@]3(O)C2)cc1 | -2 | -1
COc1ccc(-c2[nH]nc3nc(N4CCN(C(=O)c5ccoc5)CC4)cc(C(F)(F)F)c23)cc1 | -8 | 17
C[C@@H]1COc2cccc(N3CCSCC3)c2S(=O)(=O)N1 | -2 | -1
Nc1ccn([C@@H]2O[C@H](C(=O)N(CCC3=CCCCC3)CC3CC3)[C@@H](O)[C@H]2O)c(=O)n1 | 7 | -6
CN1CCN(c2ncnc3c2ncn3[C@H]2CN(Cc3ccc(-c4ccccc4)cc3)C[C@@H](CO)O2)CC1 | -3 | -5
CCOC(=O)C1=CCC2C(=O)N(C)C(=O)C12 (stereo not given) | -6 | -5
S=C(NCCCc1cnc[nH]1)NCCCN(Cc1ccc(Cl)cc1)c1ccc(Br)cn1 | 7 | 6
CCc1cc(-c2nnn(CCC3COCCO3)c2CC)ccc1-c1cn(Cc2ccc3ccccc3c2)nn1 (stereo not given) | 2 | 17
OCC1OC(Nc2ccccc2C=NO)C(O)C1O (stereo not given) | -4 | -21
O=C(NCc1cccc(Cl)c1)C1Cc2c(-c3ccc(Cl)cc3)ccnc2O1 (stereo not given) | 2 | 9
CCOc1ccccc1-c1cnc(NC)cn1 | 1 | 0
CC(=O)Nc1cc(-c2cccc(C(=O)N(C)C)c2)cn2c(-c3ccc(F)c(Cl)c3)cnc12 | 19 | 25
CCCCN1CC(N2CCN(C(=O)c3ccco3)CC2)CS1(=O)=O (stereo not given) | -4 | -8
CC(C)Oc1ccc2ccccc2c1CNC[C@H]1O[C@@H](n2ccc(N)nc2=O)[C@H](O)[C@@H]1O | 5 | -3
CC1(C(=O)Nc2ccc(Cl)c(Cl)c2)CCN1C(=O)Cc1cccc2ccccc12 (stereo not given) | 0 | 7
CCOC(=O)N1CCC(=NNC(N)=O)C1 | -2 | -7
C[C@H]1CN([C@@H](C)CO)C(=O)CCCn2cc(nn2)CO[C@@H]1CN(C)S(=O)(=O)c1cccc(C#N)c1 | 0 | -6
Cc1noc(C)c1-c1ccc(C(=O)Nc2cccc(C(F)(F)F)c2)c2occc12 | 6 | 39
CCOC(=O)CSc1nc2nc(Cl)c(Cl)nc2[nH]1 | 0 | 0
C=CCNc1nc(NCc2ccc(N(C)C)cc2)c2sc(-c3ccccc3)cc2n1 | 4 | 40
C[C@H]1COC[C@@H](C/C=C/c2ccccc2)N1c1ccccc1 | -6 | 7
CCc1nc2c(OCc3ccccc3)cccn2c1N(C)C(C)=O | 5 | -2
CC1(C(=O)NS(=O)(=O)c2cccc(F)c2)CCN1C(=O)Cc1ccc(Cl)cc1Cl (stereo not given) | -4 | -5

Part of the list above in order of SMILES length, low to high:
Molecule | CXCR6 block | EBI2 block
CCOc1ccccc1NC(=O)CCNC(=O)N1CC(=O)Nc2ccccc21 | -2 | -1
CCOc1ccc(NC(=O)CN(C)C(=O)c2cc3c(s2)CCC3)cc1OCC | 10 | 0
COc1ccc(CNC(=O)c2cn(Cc3ccc(OC(C)=O)cc3)c(=O)s2)cc1 | 7 | -3
CC1(C(=O)NS(=O)(=O)c2cccc(F)c2)CCN1C(=O)Cc1ccc(Cl)cc1Cl (stereo not given) | -4 | -5
CC(C)N(C)c1ncnc2c1ncn2[C@H]1CN(Cc2ccc(-c3ccccc3)cc2)C[C@@H](CO)O1 | -9 | 57*
COC(=O)[C@]12CCCCC=C1N(Cc1cccc3ccccc13)C(=O)[C@H](CC(=O)NCCc1ccccc1OC)C2 | 2 | 1

An excerpt, so the mix of outcomes need not match the whole.
